pPAFAH inh = inhibitors of human plasma PAF acetylhydrolase (pPAFAH). Q13093. inhibition, % at 3.39 µM. recombinant pPAFAH, FP-rhodamine probe fluorescence polarization. 330,000 tested, 1.5% active;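 active means inhibition above the mean inhibition across the screen plus 3 SD, cut at about 25% in these data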;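 further: inhibitors block binding of the rhodamine activity-based probe so polarization drops; 0% = enzyme with DMSO and 100% = wells lacking pPAFAH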
ZTA counter = ZTA (EBV) inhibition in EBNA-1 counter-screen | P03206 | ZTA-DNA binding, fluorescence polarization | inhibition, % at 11 µM | 320,000 tested, 0.15% active | AID 2234; in the data active means inhibition above about 33%
Target sequence (P03206 whole entry, looked up): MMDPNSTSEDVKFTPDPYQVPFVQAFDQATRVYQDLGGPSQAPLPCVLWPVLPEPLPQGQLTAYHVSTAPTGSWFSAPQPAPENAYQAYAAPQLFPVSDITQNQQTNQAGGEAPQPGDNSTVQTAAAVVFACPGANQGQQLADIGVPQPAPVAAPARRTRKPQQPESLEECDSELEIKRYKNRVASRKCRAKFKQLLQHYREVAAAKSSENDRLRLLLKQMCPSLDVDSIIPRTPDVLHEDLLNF
LYPLA2 counter = LYPLA2 (human) inhibition in PME1 counter-screen. O95372. recombinant LYPLA2, FP-Rh probe fluorescence polarization. inhibition, % at 5.9 µM. 320,000 tested, 0.38% active. AID 2177;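 active means inhibition above the screen-wide mean plus 3 SD, limit set per campaign, cut at about 26% in these data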;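 further: 0% = LYPLA2 with DMSO and 100% = wells lacking LYPLA2 enzyme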
PREPL inh = inhibitors of human prolyl oligopeptidase-like enzyme PREPL; recombinant PREPL, fluorescence polarization activity-based probe; inhibition, % at 5.96 µM; 320,000 tested, 0.68% active; in the data active means inhibition above about 43%;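 further: 0% = enzyme with DMSO and 100% = wells lacking enzyme; many of its hits are not listed in these tables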
PAFAH1B2 inh = PAFAH1B2 (human) inhibition. P68402. recombinant PAFAH1B2, FP-rhodamine activity probe, fluorescence polarization. inhibition, % at 3.39 µM. 340,000 tested, 1.2% active. AID 492953;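 active means inhibition above the mean of all tested compounds plus 3 SD, cut at about 24% in these data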;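 further: 0% = enzyme with DMSO and 100% = wells lacking PAFAH1B2; many of its hits are not listed in these tables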
Target sequence (P68402 whole entry, looked up): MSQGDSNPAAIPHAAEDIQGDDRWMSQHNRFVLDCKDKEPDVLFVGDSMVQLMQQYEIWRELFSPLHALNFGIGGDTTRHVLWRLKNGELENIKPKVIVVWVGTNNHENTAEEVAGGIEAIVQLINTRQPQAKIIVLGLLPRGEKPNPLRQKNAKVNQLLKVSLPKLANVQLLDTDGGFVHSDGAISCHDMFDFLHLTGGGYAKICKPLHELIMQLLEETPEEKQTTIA
PAFAH2 FP inh = inhibitors of human PAFAH2 | 340,000 tested, 0.99% active | inhibition, % at 3.39 µM | recombinant PAFAH2, FP-rhodamine activity probe, fluorescence polarization;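 active means inhibition above the mean over all tested compounds plus 3 SD, cut at about 30% in these data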;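 further: inhibitors block probe labeling of enzyme so polarization drops; 0% = enzyme with DMSO and 100% = wells lacking PAFAH2 protein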
EBNA-1 inhibitor = blocks EBNA-1 binding to DNA; EBNA-1 DNA binding, fluorescence polarization; inhibition, % at 14.8 µM; 300,000 tested, 0.34% active; in the data active means inhibition above about 28%
PAFAH1B3 inh = PAFAH1B3 (human) inhibition. 340,000 tested, 0.28% active. AID 492972. Q15102. inhibition, % at 3.39 µM. recombinant PAFAH1B3, FP-rhodamine probe, fluorescence polarization;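 active means inhibition above the screen-wide average of all tested compounds plus 3 SD, cut at about 25% in these data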;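 further: 0% = enzyme with DMSO only and 100% = wells lacking PAFAH1B3 protein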
Target sequence (Q15102 whole entry, looked up): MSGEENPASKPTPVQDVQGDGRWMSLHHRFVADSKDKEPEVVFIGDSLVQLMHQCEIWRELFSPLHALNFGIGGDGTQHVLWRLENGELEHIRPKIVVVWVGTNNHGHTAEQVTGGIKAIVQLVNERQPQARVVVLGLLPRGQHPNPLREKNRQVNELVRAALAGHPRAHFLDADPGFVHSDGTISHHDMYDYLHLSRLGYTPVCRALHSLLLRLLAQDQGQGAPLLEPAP
LYPLA1 counter = counter-screen for PME1 inhibitors: inhibitors of human LYPLA1. AID 2174. recombinant LYPLA1, FP-Rh probe fluorescence polarization. O75608. inhibition, % at 5.9 µM. 320,000 tested, 0.16% active;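 active means inhibition above the mean of all tested compounds plus 3 SD, set per campaign, cut at about 14% in these data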;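 further: inhibitors block serine hydrolase probe labeling of LYPLA1 so polarization falls; 0% = enzyme with DMSO and 100% = wells lacking LYPLA1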
Target sequence (O75608 whole entry, looked up): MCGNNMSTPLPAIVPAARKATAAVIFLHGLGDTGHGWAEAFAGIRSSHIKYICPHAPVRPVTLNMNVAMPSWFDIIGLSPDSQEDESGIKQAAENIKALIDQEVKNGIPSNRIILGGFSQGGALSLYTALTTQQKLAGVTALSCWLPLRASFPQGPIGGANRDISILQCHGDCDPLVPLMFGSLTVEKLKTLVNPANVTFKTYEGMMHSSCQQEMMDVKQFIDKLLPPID
Active calls of the source: *. Not all compounds are listed; count on the stated rates, not on these rows.

For CC(C)CNC(=O)C(=O)NCCCN1CCOCC1 the results were pPAFAH inh 2, ZTA counter 7, LYPLA2 counter 5, PREPL inh 0, PAFAH1B2 inh 0, PAFAH2 FP inh -3, EBNA-1 inhibitor 9, PAFAH1B3 inh 14 and LYPLA1 counter -1.
Screening CCOc1cc(C2C(C(=O)OC(C)C)=C(C)NC3=C2C(=O)CCC3)cc([N+](=O)[O-])c1O (configuration not stated) returned pPAFAH inh 0, ZTA counter -7, LYPLA2 counter -5, PREPL inh 1, PAFAH1B2 inh 3, PAFAH2 FP inh 0, EBNA-1 inhibitor -10, PAFAH1B3 inh 8 and LYPLA1 counter -1.
COCCNC(=O)CCC1CCN(C/C=C/c2ccccc2OC)CC1 was read as pPAFAH inh -8, ZTA counter -8, LYPLA2 counter -3, PREPL inh 15, PAFAH1B2 inh 5, PAFAH2 FP inh -2, EBNA-1 inhibitor -4, PAFAH1B3 inh 12 and LYPLA1 counter 2.
COc1ccc(CC2(CO)CCN(CC3=CC[C@H]4C[C@@H]3C4(C)C)CC2)cc1 was read as pPAFAH inh 3, ZTA counter -8, LYPLA2 counter 3, PREPL inh 4, PAFAH1B2 inh 8, PAFAH2 FP inh -2, EBNA-1 inhibitor -14, PAFAH1B3 inh 1 and LYPLA1 counter 2.
COc1ccc(OCC(=O)Nc2cc(-c3nn(C)c(=O)c4ccccc34)ccc2OC)cc1 was read as pPAFAH inh 1, ZTA counter 0, LYPLA2 counter 8, PREPL inh 1, PAFAH1B2 inh 2, PAFAH2 FP inh 4, EBNA-1 inhibitor 4, PAFAH1B3 inh 6 and LYPLA1 counter -1.
`O=C(Nc1nc2ccc(S(=O)(=O)N3CCCC3)cc2s1)C1CCCO1` (configuration not stated) gave pPAFAH inh 1, ZTA counter -10, LYPLA2 counter -1, PREPL inh -6, PAFAH1B2 inh 1, PAFAH2 FP inh -2, EBNA-1 inhibitor 4, PAFAH1B3 inh -2 and LYPLA1 counter -3.
`O=C(c1ccc(S(=O)(=O)c2ccc(F)cc2)c([N+](=O)[O-])c1)N1CCCCCC1` gave pPAFAH inh 15, ZTA counter -9, LYPLA2 counter 3, PREPL inh 2, PAFAH1B2 inh 2, PAFAH2 FP inh 25, EBNA-1 inhibitor 7, PAFAH1B3 inh 7 and LYPLA1 counter 1.
COc1cccc(C(=O)N2CCCC(Nc3ccc(C)c(C)c3)C2)c1 (configuration not stated) was read as pPAFAH inh 0, ZTA counter 22, LYPLA2 counter 5, PREPL inh 32, PAFAH1B2 inh 4, PAFAH2 FP inh 4, EBNA-1 inhibitor 2, PAFAH1B3 inh 2 and LYPLA1 counter -2.
For O=C(NCc1cccnc1)c1ccc(S(=O)(=O)Nc2ccccc2)cc1 the results were pPAFAH inh 24, ZTA counter -26, LYPLA2 counter 0, PREPL inh 18, PAFAH1B2 inh 4, PAFAH2 FP inh 2, EBNA-1 inhibitor 10, PAFAH1B3 inh 6 and LYPLA1 counter 0.
`CNC(=S)N1CCN(C(=O)c2ccco2)CC1` gave pPAFAH inh 1, ZTA counter 10, LYPLA2 counter -2, PREPL inh 1, PAFAH1B2 inh 3, PAFAH2 FP inh -3, EBNA-1 inhibitor 2, PAFAH1B3 inh 5 and LYPLA1 counter 1.
CC1CCCCC1NC(=O)/C(C#N)=C/c1ccc(F)c(F)c1 (configuration not stated) was read as pPAFAH inh 0, ZTA counter -16, LYPLA2 counter 2, PREPL inh 6, PAFAH1B2 inh 3, PAFAH2 FP inh 3, EBNA-1 inhibitor -6, PAFAH1B3 inh -1 and LYPLA1 counter -3.
`CN1C(C(=O)Nc2ccc(C(=O)O)cc2)=C(O)c2ccccc2S1(=O)=O` gave pPAFAH inh 5, ZTA counter -1, LYPLA2 counter 7, PREPL inh 7, PAFAH1B2 inh 2, PAFAH2 FP inh 7, PAFAH1B3 inh 9 and LYPLA1 counter 7.
CCC1CCCCN1c1nc2c(C=O)c(C)nn2c2ccccc12 (configuration not stated) was read as pPAFAH inh 5, ZTA counter 0, LYPLA2 counter 4, PREPL inh -7, PAFAH1B2 inh 4, PAFAH2 FP inh 10, EBNA-1 inhibitor -8, PAFAH1B3 inh 11 and LYPLA1 counter 3.
`Cc1cc(C)c(NC(=O)CSc2nc(=O)n(CCN3CCOCC3)c3c2CCCC3)c(C)c1` gave pPAFAH inh -1, ZTA counter 2, LYPLA2 counter 6, PREPL inh 7, PAFAH1B2 inh 0, PAFAH2 FP inh -4, EBNA-1 inhibitor 2, PAFAH1B3 inh 4 and LYPLA1 counter 1.
For CN(C)Cc1c(C(=O)N/N=C/c2cccs2)nnn1-c1nonc1N the results were pPAFAH inh -2, ZTA counter 11, LYPLA2 counter -9, PREPL inh 7, PAFAH1B2 inh 4, PAFAH2 FP inh 10, EBNA-1 inhibitor -15, PAFAH1B3 inh -4 and LYPLA1 counter -2.
`CCOC(=O)c1nn(-c2ccccc2)c(=O)cc1OCC(=O)Nc1cccc(OC)c1` gave pPAFAH inh -2, ZTA counter 9, LYPLA2 counter -2, PREPL inh -15, PAFAH1B2 inh -3, PAFAH2 FP inh 5, EBNA-1 inhibitor 4, PAFAH1B3 inh 0 and LYPLA1 counter -2.
For Cc1onc(-c2ccccc2Cl)c1C(=O)NCCn1ccc2ccccc21 the results were pPAFAH inh 6, ZTA counter 9, LYPLA2 counter 3, PREPL inh -4, PAFAH1B2 inh 5, PAFAH2 FP inh 6, EBNA-1 inhibitor 7, PAFAH1B3 inh 5 and LYPLA1 counter 2.
`COCCCNc1nc2c(c(=O)[nH]c(=O)n2C)n1CC(O)COc1cccc(C)c1` (configuration not stated) gave pPAFAH inh 8, ZTA counter 8, LYPLA2 counter 0, PREPL inh 7, PAFAH1B2 inh 4, PAFAH2 FP inh 3, EBNA-1 inhibitor -1, PAFAH1B3 inh 13 and LYPLA1 counter 1.
COCCN(C(=O)COC(=O)c1cc2c(s1)CCC2)c1c(N)n(Cc2ccccc2)c(=O)[nH]c1=O was read as pPAFAH inh 56*, ZTA counter 12, LYPLA2 counter 2, PREPL inh 5, PAFAH1B2 inh 9, PAFAH2 FP inh 57*, EBNA-1 inhibitor 18, PAFAH1B3 inh 10 and LYPLA1 counter -3.
For COc1ccc2cc(C)c3nnc(SCC(=O)Nc4nc(-c5ccccc5)cs4)n3c2c1 the results were pPAFAH inh -1, ZTA counter 11, LYPLA2 counter 2, PREPL inh 1, PAFAH1B2 inh 2, PAFAH2 FP inh -10, EBNA-1 inhibitor -3, PAFAH1B3 inh 4 and LYPLA1 counter 0.
Screening CO[C@H]1[C@@H]2C=CO[C@@H](O[C@H]3O[C@@H](CO)[C@H](O)[C@@H](O)[C@@H]3O)[C@@H]2[C@@]2(CO)O[C@@H]12 returned pPAFAH inh 3, ZTA counter 6, LYPLA2 counter -3, PREPL inh 6, PAFAH1B2 inh 1, PAFAH2 FP inh 3, PAFAH1B3 inh 4 and LYPLA1 counter -1.
For COc1cc2cc(CN(CCCO)S(=O)(=O)c3ccccc3Cl)c(=O)[nH]c2cc1OC the results were pPAFAH inh 5, ZTA counter 1, LYPLA2 counter -3, PREPL inh 11, PAFAH1B2 inh 2, PAFAH2 FP inh 0, EBNA-1 inhibitor 4, PAFAH1B3 inh 8 and LYPLA1 counter 0.
`CC(=O)Nc1ccc(NC(=O)c2nccnc2C(=O)O)cn1` gave pPAFAH inh 3, ZTA counter -22, LYPLA2 counter 9, PREPL inh -3, PAFAH1B2 inh 0, PAFAH2 FP inh 2, EBNA-1 inhibitor -2, PAFAH1B3 inh 4 and LYPLA1 counter 6.
`CCN(CC)c1ccc2ccc(=O)oc2c1` gave pPAFAH inh 4, ZTA counter 4, LYPLA2 counter 1, PREPL inh -1, EBNA-1 inhibitor 4 and LYPLA1 counter 1.
Screening Cn1c(-c2ccccc2)c(/C=N/NC(=O)c2ccc(O)cc2)c2ccccc21 returned pPAFAH inh 17, ZTA counter -17, LYPLA2 counter -1, PREPL inh 7, PAFAH1B2 inh 10, PAFAH2 FP inh -4, EBNA-1 inhibitor -2, PAFAH1B3 inh 21 and LYPLA1 counter -7.
For COc1ccccc1-c1cc(C(=O)N2CCN(c3ccccc3)CC2)no1 the results were pPAFAH inh 4, ZTA counter -2, LYPLA2 counter 4, PREPL inh -8, PAFAH1B2 inh -2, PAFAH2 FP inh -1, EBNA-1 inhibitor 15, PAFAH1B3 inh 0 and LYPLA1 counter 1.
CCCc1cc(C(=O)Nc2ccccc2C(=O)OC)no1 was read as pPAFAH inh 0, ZTA counter 7, LYPLA2 counter 6, PREPL inh -1, PAFAH1B2 inh 3, PAFAH2 FP inh 1, EBNA-1 inhibitor -1, PAFAH1B3 inh -1 and LYPLA1 counter 2.
Screening Clc1ccc(OCc2nn3c(-c4ccco4)nnc3s2)c(Cl)c1 returned pPAFAH inh 3, ZTA counter 6, LYPLA2 counter 1, PREPL inh 10, PAFAH1B2 inh -4, PAFAH2 FP inh -1, EBNA-1 inhibitor 8, PAFAH1B3 inh -3 and LYPLA1 counter -3.
CC(=O)c1cccc(NC(=O)c2cc3nc(C)cc(C)n3n2)c1 was read as pPAFAH inh 4, ZTA counter -2, LYPLA2 counter 7, PREPL inh -5, PAFAH1B2 inh 4, PAFAH2 FP inh 12, EBNA-1 inhibitor 0, PAFAH1B3 inh 9 and LYPLA1 counter 1.
For O=C(COC(=O)CCc1c[nH]c2ccccc12)NCCc1ccccc1 the results were pPAFAH inh 13, ZTA counter 7, LYPLA2 counter 4, PREPL inh 8, PAFAH1B2 inh 7, PAFAH2 FP inh 10, EBNA-1 inhibitor 2, PAFAH1B3 inh 8 and LYPLA1 counter 4.
Screening COc1cc(/C=C(/C#N)C(=O)NCCc2c[nH]c3ccccc23)ccc1OCc1ccccc1F returned pPAFAH inh 5, ZTA counter -2, LYPLA2 counter -4, PREPL inh 7, PAFAH1B2 inh 2, PAFAH2 FP inh -9, EBNA-1 inhibitor 3, PAFAH1B3 inh 2 and LYPLA1 counter -3.
`C/C(=N\S(=O)(=O)c1ccc(C)cc1)N(C)C` gave pPAFAH inh 7, ZTA counter 9, LYPLA2 counter 3, PREPL inh -2, PAFAH1B2 inh 1, PAFAH2 FP inh -2, EBNA-1 inhibitor -1, PAFAH1B3 inh 7 and LYPLA1 counter 5.
Cc1cc(C)n(-c2ccc(F)cc2)c(=O)c1C#N was read as pPAFAH inh -1, ZTA counter 0, LYPLA2 counter 1, PREPL inh -1, PAFAH1B2 inh 1, PAFAH2 FP inh 5, EBNA-1 inhibitor 8, PAFAH1B3 inh -6 and LYPLA1 counter 3.
For Fc1ccc(Cc2nnc(-c3cccs3)o2)cc1 the results were pPAFAH inh 1, ZTA counter -2, LYPLA2 counter 5, PREPL inh -1, PAFAH1B2 inh -3, PAFAH2 FP inh 2, EBNA-1 inhibitor -7, PAFAH1B3 inh 4 and LYPLA1 counter 3.
O=C(O)CCCC(=O)N1CCc2cc(S(=O)(=O)N3CCc4ccccc43)ccc21 was read as pPAFAH inh -8, ZTA counter 4, LYPLA2 counter -4, PREPL inh 8, PAFAH1B2 inh 16, PAFAH2 FP inh 12, EBNA-1 inhibitor -19, PAFAH1B3 inh 6 and LYPLA1 counter -5.
O=C(NCCCN1CCOCC1)c1ccc2c(c1)N(Cc1ccccc1F)C(=O)c1ccccc1S2=O (configuration not stated) was read as pPAFAH inh 6, ZTA counter 9, LYPLA2 counter 5, PREPL inh 4, PAFAH1B2 inh 2, PAFAH2 FP inh -2, EBNA-1 inhibitor 2, PAFAH1B3 inh 5 and LYPLA1 counter 5.

From PubChem
